Source: PubChem
PhoP inhibition: inhibitors of PhoP regulon expression, primary screen, Salmonella Typhimurium, GFP reporter (AID 1863); S. Typhimurium PhoP-regulated promoter GFP reporter, 4 h; higher % means a stronger effect; inhibition, % at 50 µM, or IC50 in µM where a hit was titrated; 300,000 tested, 0.16% active;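 active = inhibition over 29.93%, a cutoff 3 SD above the screen mean, later confirmed by dose response; inconclusive = inhibition over 29.93% but no dose response follow-up; inactive = inhibition at most 29.93% or unconfirmed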;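 note: 0% = low Mg2+ inducing control and 100% = high Mg2+ repressing control; strong numbers were not always called active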
LYP phosphatase: inhibitors of LYP phosphatase, biochemical, fluorescence intensity, uHTS (AID 1779); recombinant LYP phosphatase, fluorescence intensity; higher % means a stronger effect; one-dose inhibition, % at 11.5 µM; IC50 in µM for titrated hits; 290,000 tested, 0.054% active; in the data active = inhibition above about 50%;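 note: plate controls were vehicle with enzyme for no effect and no enzyme for full effect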
SIAH1 antagonists: Siah-1 peptide-binding antagonists, primary screen, biochemical, fluorescence polarization, rhodamine-plectin, uHTS (AID 1817); E3 ubiquitin-protein ligase SIAH1 (Homo sapiens); Siah-1 / rhodamine-plectin peptide fluorescence polarization; higher % means a stronger effect; displacement, % at 20 µM, or IC50 in µM where a hit was titrated; 290,000 tested, 0.02% active;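 active = displacement of at least 50% at 20 µM, with a fluorescence ratio check between 0.3 and a set limit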;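 note: plate controls were Siah plus tracer with DMSO for no effect and tracer alone without Siah for full effect; strong numbers were not always called active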
GPR55 antagonists: GPR55 antagonists blocking LPI-driven arrestin recruitment, primary screen, imaging, U2OS, beta-arrestin-GFP, LPI agonist (AID 2013). G-protein coupled receptor 55 (Homo sapiens). U2OS GPR55 beta-arrestin-GFP translocation imaging, LPI antagonism; higher % means a stronger effect. inhibition, % at 10 µM, or IC50 in µM where a hit was titrated. 290,000 tested, 0.13% active;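 active = spots per cell inhibited over 60%, with over 100 cells counted and total cytoplasm intensity under 500,000; inconclusive = wells with under 100 cells, flagged as likely toxic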;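 note: U2OS cells stably carrying GPR55 and arrestin-GFP stimulated by 5 µM LPI near EC80; imaged beta-arrestin-GFP aggregate spots per cell after agonist stimulation; plate controls were LPI-stimulated DMSO wells for no effect and DMSO wells without LPI for full effect; some results filed as inactive read as strong as hits; confirmed hits need IC50 under 10 µM and bright autofluorescent wells are also inconclusive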
GPR35 antagonists: GPR35 antagonists blocking zaprinast-driven arrestin recruitment, primary screen, imaging, U2OS, beta-arrestin-GFP, zaprinast agonist (AID 2058). U2OS GPR35 beta-arrestin-GFP translocation imaging, zaprinast antagonism; higher % means a stronger effect. inhibition, % at 10 µM; hits with a dose series show IC50 in µM. G-protein coupled receptor 35 (Homo sapiens). 290,000 tested, 0.052% active;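 active = inhibition of at least 50% with at least 30 cells and total cytoplasm GFP at most 10,000,000; inconclusive = under 30 cells or total GFP of 10,000,000 plus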
HIV peptide binding: inhibitors of HIV fusion peptide binding, primary screen, biochemical, uHTS, fluorescence dequenching (AID 1986); cell-free peptide binding, fluorescence dequenching, 30 min; higher % means a stronger effect; one-dose inhibition, % at 20 µM; IC50 in µM for titrated hits; 290,000 tested, 0.3% active; in the data active = inhibition mostly above about 52%, no sharp cut-off; inactive = mostly below about 76%; note: some results filed as inactive read as strong as hits
Myeloid diff MLP: induction of myeloid progenitor differentiation, primary screen, cell-based, flow cytometry, MLPCN library | ER-HoxA9 myeloid progenitors, lysozyme-GFP differentiation | calls only at 10 µM | 360,000 tested, 1% active | AID 624256, 2012;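 active = normalized GFP-positive differentiation at or above the plate's own cutoff, the solvent-only control mean plus 3 SD; inconclusive = no clear call, values can overlap the other calls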;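 note: cells exposed to compound for four days before flow analysis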
MgcRacGAP inhibition: MgcRacGAP GTPase-activating activity inhibitors, confirmation, biochemical, ADP Hunter fluorescence. MgcRacGAP-stimulated Rac1 GTP hydrolysis, ADP Hunter fluorescence; higher % means a stronger effect; GST-tagged Rac1 F28L mutant substrate. inhibition, % at 30 µM, or IC50 in µM where a hit was titrated. 340,000 tested, 0.6% active;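 active = first-screen hits whose inhibition reached a set limit at any dose in the follow-up dose series; inconclusive = inhibition above the set first-screen limit but never retested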;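 note: fluorescence reports GDP produced by GAP-driven GTP hydrolysis; strong numbers were not always called active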
NTR1 agonist: agonists of NTR1, primary screen, imaging, U2OS cells, beta-arrestin-GFP, high content (AID 493036); 330,000 tested, 0.17% active; activation, % at 20 µM; NTR1-U2OS beta-arrestin-GFP spot imaging, agonist mode; Neurotensin receptor type 1 (Homo sapiens), P30989;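 active = activation at or above 40% of the spot to cytoplasm intensity ratio, with at least 20 cells analyzed; inconclusive = wells under 20 cells, flagged as cytotoxic or low count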;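 note: 0% = DMSO without peptide and 100% = 100 nM NTR1 peptide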
Target sequence (P30989 whole entry, looked up): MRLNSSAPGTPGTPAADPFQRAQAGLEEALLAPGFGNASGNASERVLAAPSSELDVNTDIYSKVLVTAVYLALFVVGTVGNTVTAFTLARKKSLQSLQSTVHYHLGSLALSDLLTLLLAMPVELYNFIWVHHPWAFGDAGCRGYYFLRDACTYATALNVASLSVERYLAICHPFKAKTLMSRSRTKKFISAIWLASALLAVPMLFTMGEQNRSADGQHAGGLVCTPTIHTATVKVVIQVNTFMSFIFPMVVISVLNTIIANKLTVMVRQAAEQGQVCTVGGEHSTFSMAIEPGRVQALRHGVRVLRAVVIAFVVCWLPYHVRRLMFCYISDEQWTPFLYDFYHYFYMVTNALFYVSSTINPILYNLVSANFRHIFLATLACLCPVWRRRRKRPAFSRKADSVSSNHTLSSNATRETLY
NTR1 agonist cell count 20 µM: also measured in NTR1 agonist; calls as there; cell count; measured here: cell count, cytotoxicity flag
Myeloid diff MLP GFP+ MAC1+ %: also measured in Myeloid diff MLP; calls as there; GFP+ MAC1+ double positive, %; measured here: differentiation confirmed by MAC1 staining
The depositor's hits bear a star; i = inactive; u = inconclusive; x = not tested or not shown.

molecule	PhoP inhibition	LYP phosphatase	SIAH1 antagonists	GPR55 antagonists	GPR35 antagonists	HIV peptide binding	Myeloid diff MLP	Myeloid diff MLP GFP+ MAC1+ %	MgcRacGAP inhibition	NTR1 agonist	NTR1 agonist cell count 20 µM
Cn1cc(-c2nnc(-c3ccccc3)o2)c2ccccc21	-10%	-7%	-2%	-19%	0%	-0.1%	i	0.4	7%	2.8	61
CCc1sc(C(=O)NCCc2ccc(S(N)(=O)=O)cc2)cc1C	0%	-8%	5%	-2%	-2%	0.2%	i	0.9	0%	0.2	38
COc1ccc(C(=O)NCCC2=CCCCC2)cc1OC	30%	-11%	-1%	10%	-3%	0.1%	i	0.8	3%	0.3	40
COc1ccc(/C=C2\Sc3ccc(C(=O)N4CCN(Cc5ccccc5)CC4)cc3N(C)C2=O)cc1OC	-11%	-10%	6%	-6%	-23%	0.4%	i	1.0	0%	8.1	58
CCC(=O)Nc1cccc(NC(=S)NC(=O)c2cccs2)c1	7%	-4%	0%	9%	-14%	0.4%	i	0.7	9%	-0.3	57
COc1ccc(NC(=O)CSCC(=O)N2CCCc3ccccc32)cc1	-3%	x	x	x	x	x	i	0.5	1%	0.2	40
N#C/C(=C\c1ccc(C(=O)O)cc1)c1nc2sc3c(c2c(=O)[nH]1)CCCC3	-24%	-2%	24%	-11%	-4%	103%*	i	0.5	15%	x	x
COc1ccccc1C(=O)C1CCCN(C(=O)CCc2ccccn2)C1 (centres undefined)	1%	-3%	-5%	13%	11%	-1.6%	i	0.6	10%	-0.4	81
COc1cccc(NC(=O)N2CCC(NC(=O)C(Cc3ccccc3OC)NC(C)=O)CC2)c1 (centres undefined)	x	-6%	-1%	14%	5%	-0.2%	x	x	0%	1.2	38
CCOc1ccc(NC(=O)CCn2ccnc2)cc1	3%	-6%	-5%	1%	-4%	-0.5%	x	x	5%	-0.1	83
O=C(Nc1cccc(C(F)(F)F)c1)OCCN1CCN(Cc2ccccc2)CCC1=O	0%	-5%	-2%	9%	-19%	0.5%	i	0.4	11%	-3.6	54
N#CC1=C(SCC(=O)Nc2ccc(C(=O)O)cc2)NC(=O)CC1c1ccco1 (centres undefined)	-5%	-6%	-5%	-15%	4%	6.2%	i	0.6	15%	0.1	63
Cc1c(N=Cc2nc3ccccc3n2C)c(=O)n(-c2ccccc2)n1C	12%	-5%	-2%	19%	19%	1.6%	i	0.8	5%	0.7	79
O=C(Nc1ccc(F)cc1)Nc1ccccc1C(=O)NCCN1CCNC1=O	-4%	-5%	26%	-4%	2%	-0.3%	i	0.5	x	2.1	49
CCNC(=O)NC(=O)COC(=O)c1cccc(NS(=O)(=O)/C=C/c2ccccc2)c1	19%	-2%	4%	6%	5%	1.1%	i	0.1	7%	-1.2	66
CCOC(=O)[C@@H]1[C@H]2COc3ccccc3[C@@H]2N2C(=O)N(c3ccc(F)cc3)C(=O)[C@@]12C	x	-15%	14%	14%	-1%	3.0%	i	1.6	5%	-0.2	66
COc1ccc(C2(CNC(=O)c3ccccc3[N+](=O)[O-])CCOCC2)cc1	3%	-10%	3%	1%	-10%	-3.1%	i	1.0	2%	0.6	92
CCOC(=O)C(NC(=O)c1ccccc1)(OCC1(CC)COC1)C(F)(F)F (centres undefined)	2%	-5%	3%	-3%	-3%	-1.2%	i	0.8	7%	-2.1	72
COc1ccc(-c2ccc(C#N)c(SCC(=O)NC3CC3)n2)cc1OC	-6%	-20%	4%	2%	7%	-0.5%	i	0.4	-4%	-0.5	56
Cc1ccc([N+](=O)[O-])cc1N(CC(=O)N1CCCCC1)S(C)(=O)=O	2%	-9%	-4%	2%	0%	-1.9%	i	0.3	6%	0.9	36
CCOC(=O)c1ccc(NC(=O)NC2CC3CCC(C2)N3Cc2nnnn2Cc2ccco2)cc1 (centres undefined)	10%	-4%	3%	7%	-5%	10%	i	1.0	14%	0.6	35
O=C1c2ccccc2C(O)(c2ncc[nH]2)N1CCc1ccccc1 (centres undefined)	-5%	-9%	2%	-8%	-8%	-1.3%	i	6.9	3%	-0.6	66
c1ccc(-c2cc(-c3ccc(N4CCOCC4)cc3)nc3ccccc23)cc1	-12%	-3%	0%	13%	2%	5.6%	i	0.3	5%	7.1	63
COc1ccc(NC(=O)C2Cc3ccccc3O/C2=N\O)cc1 (centres undefined)	7%	-7%	-5%	7%	1%	-0.2%	i	0.5	8%	x	x
COc1ccc(C(=O)Nc2ccc3c(c2)nc(CN2CCN(C(C)=O)CC2)n3C)cc1	0%	7%	1%	-2%	10%	-1.3%	i	0.5	4%	-1.1	55
CC(C(=O)Nc1cccnc1)N1C(=O)c2ccccc2C1=O (centres undefined)	-6%	-9%	0%	4%	-6%	-2.8%	i	1.7	9%	-0.3	38
O=C(NNc1ccc(-c2csnn2)cc1)c1ccccc1C(F)(F)F	-3%	-2%	4%	8%	-5%	-0.4%	i	0.2	15%	1.6	66
COC(=O)c1c(C)[nH]c(C(=O)/C=C/c2ccc(C)cc2)c1C	-15%	-2%	15%	1%	-18%	1.1%	i	0.7	4%	3.3	50
Cc1ccc(-c2ccc(C(=O)NCc3ccccc3)o2)c2ccccc12	2%	2%	21%	-4%	-5%	12%	i	1.2	12%	-4.1	84
COC(=O)CC1C(=O)NCCN1C(=O)NC1CCCCC1 (centres undefined)	3%	0%	1%	-7%	1%	1.1%	i	0.0	6%	-1.2	90
C/C(=N\NS(=O)(=O)c1ccc(C(C)(C)C)cc1)c1ccccc1	4%	-1%	0%	-4%	5%	0.5%	i	0.8	7%	2.0	92
CCOC(=O)N1CCN(C(=O)CCn2nc(-c3ccc(Cl)cc3)ccc2=O)CC1	-10%	-6%	10%	-4%	8%	-2.5%	i	1.5	10%	2.3	38
COc1cccc(-c2cc(=O)c3cc(NC(=O)c4ccc(N(C)C)cc4)ccc3[nH]2)c1	5%	-8%	-8%	-6%	-10%	-2.7%	x	x	x	-1.8	59
CCCCN(C(=O)Nc1ccc(OCC)cc1)C1CCN(C(C)=O)CC1	9%	-3%	-3%	11%	0%	-0.4%	i	3.5	7%	-1.5	61
CN(Cc1cnccn1)C(=O)CC1C(=O)NCCN1Cc1ccc(F)cc1Cl (centres undefined)	-6%	-11%	7%	6%	-4%	2.3%	i	8.9	7%	0.1	88
COc1ccc(C)cc1NC(=S)N1CCN(S(C)(=O)=O)CC1	-11%	-3%	-6%	5%	2%	-2.9%	i	0.9	5%	1.7	60
CCOc1ccc(C(C#N)N2CCOCC2)cc1OC (centres undefined)	1%	-14%	-5%	14%	-1%	-1.3%	i	0.7	4%	-1.5	66
Cc1ccc(S(=O)(=O)NC(C)(C)CSc2ncccn2)cc1	1%	-8%	-2%	-9%	-3%	-0.7%	i	1.0	4%	4.6	62
CC1CCCN(S(=O)(=O)c2ccc(NC(=O)CN3CCCCC3)cc2)C1 (centres undefined)	-2%	-7%	8%	5%	6%	1.0%	i	0.2	5%	1.3	58
CCc1cccc(CC)c1NC(=O)C1CCN(C(=O)c2ccco2)CC1	-1%	-8%	4%	11%	-14%	-0.8%	i	1.0	-4%	-0.3	53
COc1cc(CN(C)Cc2cc(=O)n3ccsc3n2)ccc1OC(F)F	-4%	-2%	7%	12%	-2%	0.5%	i	2.1	-4%	3.8	65
Cc1cccc(-c2nc3ccc(C(=O)NCCN4CCN(C)CC4)cc3nc2-c2cccc(C)c2)c1	-6%	-7%	7%	23%	5%	-4.1%	i	1.3	1%	12	51
CC(C)NC(NC(=O)Cc1ccccc1)C(Cl)(Cl)Cl (centres undefined)	-6%	-2%	2%	11%	2%	0.5%	i	1.1	13%	-1.1	44
Cc1onc(-c2ccccc2Cl)c1C(=O)OCC(=O)Nc1ccc2c(c1)OCO2	8%	-5%	1%	4%	-8%	-0.8%	i	1.1	8%	-1.9	90
O=C(CCSc1ccc(Cl)cc1)Nc1cccnc1	0%	-5%	-6%	-8%	22%	-0.5%	i	0.8	8%	0.5	98
COc1ccc(Nc2ncnc3ccc(C)cc23)cc1	0%	-2%	1%	-1%	0%	1.0%	i	0.2	7%	-2.0	61
O=C(c1sc2cccc(Cl)c2c1Cl)N1CCN(CCc2ccccn2)CC1	6%	-10%	3%	3%	1%	0.3%	i	0.8	8%	-0.8	52
CCOc1ccccc1OCCCNCc1ccco1	7%	-4%	7%	10%	-11%	2.6%	i	0.6	9%	1.3	71
CCOC(=O)C1=NN(c2ccccc2)C(=O)C1	14%	-8%	0%	3%	1%	-3.4%	i	0.5	13%	-0.3	61
CCN(C(=O)c1coc(=O)c2ccccc12)c1cc(OC)ccc1OC	-12%	0%	4%	3%	3%	-0.9%	i	0.9	4%	-0.9	94
CSc1ccc(CN(C)C(=O)c2cccc(S(=O)(=O)N3CCN(Cc4ccccc4)CC3)c2)cc1	0%	x	x	x	x	x	i	1.7	3%	4.0	65
CCN(CC)C(=O)Cn1c(=O)n(CCCCCC(=O)Nc2ccccc2)c(=O)c2sccc21	3%	-2%	16%	10%	-9%	-0.9%	i	0.5	8%	1.0	37
CCCNc1ncnc2nc[nH]c12	15%	0%	5%	0%	2%	-2.3%	i	2.0	4%	0.6	55
O=C(CC1C(=O)NCCN1Cc1ccc(-c2ccccc2)cc1)NC1CCC1 (centres undefined)	-3%	-6%	0%	-14%	25%	0.5%	i	0.3	10%	3.0	99
O=C(NCCN1C(=O)S/C(=C\c2ccccc2F)C1=O)C1=COCCO1	7%	x	x	x	x	x	u	x	1%	-1.0	57
Cc1onc(-c2ccccc2)c1C(=O)Nc1sc2c(c1C#N)CCC(C)C2 (centres undefined)	5%	4%	4%	-5%	1%	-0.7%	i	4.9	3%	8.1	46
